Source: PubChem BioAssay (National Center for Advancing Translational Sciences (NCATS))
MBNL1 CUG block: blocks human MBNL1 binding to CUG repeat RNA. Q9NR56. TR-FRET MBNL1-His/biotin-(CUG)12 binding, 665/545 ratio. Potency, µM (titrated, usually from 57.5 µM), for inactives: at the highest dose activity change, negative = inhibition, actives largely listed as inhibitors. hit rate 0.036% among 280,000; active = well fitted inhibition curve with a large enough effect in the signal ratio, with a control signal flat, not every such curve was filed as active; inconclusive = small, poorly fitted or top-dose-only effect, or effect the other way, or a change in a side signal; inactive = no such curve, though single readings can be large or run the other way; the % refers to the signal ratio; note: potency is the fitted concentration of half-maximal effect; % is set by controls: 0 for no effect and ±100 for the full control effect
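Inhibition of protein-RNA binding appears as loss of TR-FRET between terbium anti-His antibody on MBNL1-His and streptavidin-XL665 on biotin-(CUG)12. Activity is normalized to buffer-only and uninhibited-complex controls.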
hERG WT inh: KCNH2 (human, wildtype) channel inhibition; Q12809; U2OS, BacMam KCNH2, thallium flux FluxOr; active compounds read low; activity change, % at 1.84 µM; hit rate 0.37% among 340,000;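 active = maximum activity change below -70%; inconclusive = maximum activity change between -70% and -50%; inactive = maximum activity change above -50%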; note: % is set by controls: 0 for no effect and ±100 for the full control effect
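U2OS cells transduced with wild-type KCNH2 virus are loaded with FluxOr dye for 45 min, and thallium flux is measured in kinetic reads before and after stimulation buffer. Rate constants are normalized to DMSO controls.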
GALK inh: inhibitors of human galactokinase; P51570; Purified GALK, Kinase-Glo residual ATP luminescence; Potency, µM (highest dose often 57.5 µM), for the others: at the highest dose activity change, negative = inhibition, most hits filed as inhibitors; hit rate 0.007% among 270,000; AID 1868; note: potency is the fitted concentration of half-maximal effect; % is set by controls: 0 for no effect and ±100 for the full control effect
Target sequence (P51570 whole entry, looked up): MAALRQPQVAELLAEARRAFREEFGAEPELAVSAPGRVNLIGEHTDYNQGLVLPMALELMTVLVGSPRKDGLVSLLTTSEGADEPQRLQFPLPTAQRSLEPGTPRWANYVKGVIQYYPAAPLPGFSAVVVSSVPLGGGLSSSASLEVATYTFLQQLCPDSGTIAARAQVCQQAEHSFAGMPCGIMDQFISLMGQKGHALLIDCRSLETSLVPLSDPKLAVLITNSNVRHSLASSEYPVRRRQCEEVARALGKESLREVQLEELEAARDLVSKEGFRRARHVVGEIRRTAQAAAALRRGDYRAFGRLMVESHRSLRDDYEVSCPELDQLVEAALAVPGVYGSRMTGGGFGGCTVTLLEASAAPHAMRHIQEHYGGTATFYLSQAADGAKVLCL
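Quantitative HTS: GALK 5 nM, ATP 35 uM, galactose 100 uM, 1 h room temperature, then luciferase-based ATP detection.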
USP2a inh: USP2a (human) protease inhibition | USP2 core, Ub-CHOP2 coupled fluorogenic reporter, 485/531 | hit rate 0.01% among 330,000 | Potency, µM (titrated, usually from 38.3 µM), without a hit: at the top dose activity change, negative = inhibition, most hits filed as inhibitors | O75604;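 note: potency is the fitted concentration of half-maximal effect; plate controls were DMSO wells for no effect and full inhibition by NEM control for full effect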
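Cell-free coupled assay: 10nM USP2 core preincubated 30min RT with compound in Tris-HCl pH 8.0/CaCl2/CHAPS buffer, then 25nM Ub-CHOP2 and 25nM reporter substrate; fluorescence (Ex 485/Em 531) read after 60min RT, normalized to NEM inhibition, concentration-response curves fitted.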
BCR signal inh: inhibitors of chronic active B-cell receptor signaling; ABC-DLBCL IkBa-CBG/CBR reporter, luminescence ratio, 4 h; Potency, µM (doses to about 46.1 µM), for inactives: top-dose ratio change, negative = lower green/red ratio, actives largely listed as inhibitors; hit rate 0.05% among 340,000; active = well fitted inhibition curve with a large enough effect in the signal ratio, with a control signal flat, not every such curve was filed as active; inconclusive = small, poorly fitted or top-dose-only effect, or effect the other way, or a change in a side signal; the % refers to the signal ratio;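 note: potency is the fitted concentration of half-maximal effect; plate controls were basal doxycycline-induced cells for no effect and cells given 10 µM MG132 for full effect; MG132 reads +100%, hits lower the ratio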
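Compounds up to 46 uM were incubated four hours with TMD8 cells whose green CBG68 luciferase is fused to IkappaBalpha; red CBR luminescence normalised the signal, and concentration-effect curves were fitted to fusion, red and ratio data.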
PKM2 activator: PKM2 (human) enzyme activation. P14618. purified PKM2, Kinase-Glo ATP luminescence, activation; response scale: 0% is enzyme alone, no compound. Potency, µM (top dose mostly 57.5 µM), for the others: top-dose activation, actives largely listed as activators. hit rate 0.34% among 260,000; note: potency is the fitted concentration of half-maximal effect; % is set by controls: 0 for no effect and ±100 for the full control effect; nearly all actives have a fitted effect of over 55% in size
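hPK-M2, >95% pure; 0.1 mM ADP / 0.5 mM PEP final; imidazole pH7.2 buffer w/ 7 mM MgCl2, 50 mM KCl; 1 h RT; Kinase-Glo lum. Intermediate enzyme activity for dual inhibitor/activator qHTS.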
Menin MLL FP TR: menin-MLL binding inhibition, Texas Red mutant peptide. O00255. Menin + Texas Red MLL mutant peptide, fluorescence polarization. Potency, µM (highest dose often 61.6 µM), for inactives: top-dose FP activity change, negative = inhibition, most hits filed as inhibitors. hit rate 0.23% among 270,000. AID 1768; active = well fitted inhibition curve with a large enough effect in the polarisation, with a control signal flat, not every such curve was filed as active; inconclusive = small, poorly fitted or top-dose-only effect, or effect the other way, or a change in a side signal; inactive = no such curve, though single readings can be large or run the other way; the % refers to the polarisation; note: potency is the fitted concentration of half-maximal effect; % of control where 0% means no effect; many of its hits are not listed in these tables
Eya2 inh: blocks the phosphatase activity of human Eya2. Potency, µM (highest dose often 76.9 µM), without a hit: top-dose activity, negative = inhibition, hits mostly inhibitors. hit rate 0.006% among 330,000. O00167. AID 488837. recombinant Eya2, OMFP fluorescence dephosphorylation (OMFP is methylfluorescein phosphate); note: potency is the fitted concentration of half-maximal effect; % is set by controls: 0 for no effect and ±100 for the full control effect
Target sequence (O00167 whole entry, looked up): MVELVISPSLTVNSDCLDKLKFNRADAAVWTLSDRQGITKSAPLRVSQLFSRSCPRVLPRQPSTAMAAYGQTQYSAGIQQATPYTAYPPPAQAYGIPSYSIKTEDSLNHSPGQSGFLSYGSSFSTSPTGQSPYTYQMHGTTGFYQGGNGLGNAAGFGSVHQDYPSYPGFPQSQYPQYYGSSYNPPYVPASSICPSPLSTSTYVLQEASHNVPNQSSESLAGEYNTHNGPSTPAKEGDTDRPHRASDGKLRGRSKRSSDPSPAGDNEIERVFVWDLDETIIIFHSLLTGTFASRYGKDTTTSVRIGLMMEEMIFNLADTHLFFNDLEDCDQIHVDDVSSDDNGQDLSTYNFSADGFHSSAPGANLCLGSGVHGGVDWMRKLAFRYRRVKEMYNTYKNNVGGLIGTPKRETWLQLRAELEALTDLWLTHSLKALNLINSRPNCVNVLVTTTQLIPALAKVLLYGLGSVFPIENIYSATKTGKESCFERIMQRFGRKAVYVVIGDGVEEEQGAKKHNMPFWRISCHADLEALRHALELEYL
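Eya2 protein (added as 0.2 uM solution) was preincubated with compound for 10 min at ambient temperature in 50 mM HEPES pH 7.5, 50 mM NaCl, 5 uM MgCl2, 0.05% BSA, 1 mM DTT. OMFP (added at 50 uM) then reacted 10 min; fluorescence read at 485/525 nm.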
Mito fusion act: mitochondrial division inhibition or fusion activation. S. cerevisiae fusion-defective mutant growth rescue, CellTiterGlo 48 h. Potency, µM (doses to about 46.1 µM), for the others: at the highest dose growth rescue (activation), most hits filed as activators. hit rate 0.23% among 320,000;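 note: potency is the fitted concentration of half-maximal effect; % of control where 0% means no effect; nearly all actives have a fitted effect of over 45% in size; temperature-sensitive fusion mutants such as fzo1-1 at 37 °C on non-fermentable ethanol glycerol medium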
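Yeast fusion mutant, YPEG (non-fermentable carbon), compound, 48 h at 37C non-permissive; CellTiterGlo added, 10 min RT, luminescence read. Rescued growth = division inhibition.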
S-ASM inh: inhibitors of human secretory acid sphingomyelinase. P17405. placental ASM, HMU-PC fluorogenic substrate, 60 min. Potency, µM (titrated, usually from 57.5 µM), without a hit: top-dose activity change, negative = inhibition, usual class: inhibitors. hit rate 0.006% among 340,000; note: potency is the fitted concentration of half-maximal effect
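Fluorescence read-out (Ex 386 nm, Em 447 nm) after stopping the reaction at pH 10. Enzyme: ASM from human placenta; substrate HMU-PC0, 9 uM final; 60 min, 37 °C. Compound preincubation 10 min, ambient temperature.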
TSHR antag: antagonists of human thyroid stimulating hormone receptor | activity change, negative = inhibition, % at 11.5 µM | AID 504810 | hit rate 0.2% among 330,000 | TSHR-expressing cells, TSH-stimulated cAMP HTRF, 2 h; active compounds read low;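 active = activity change below a set negative limit, meaning inhibition stronger than a set level, cut at about -70% in these data; inconclusive = activity change between two set negative limits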; note: % is set by controls: 0 for no effect and ±100 for the full control effect
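Inhibition of cAMP made by TSHR-expressing cells under TSH stimulation (4nM final, EC80; 2 h, 37 deg C) is quantified with a one-step lysis HTRF kit, anti-cAMP cryptate versus cAMP-d2.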
Starred values were filed as active, the others as inactive; ? = inconclusive; . = not tested or not shown; & = joins results of further samples; [ ] = another dose, or the depositor's remark. Unless noted, calls come from the whole dose curve; as a rule, active = well fitted curve in the direction sought with a large enough effect; inconclusive = small, poorly fitted or top-dose-only effect, or another doubt; inactive = no such curve, though single readings can be large; an effect the other way counts as inactive or inconclusive. Some of the compounds tested; rates above refer to the full screens.

compound,USP2a inh,TSHR antag,BCR signal inh,MBNL1 CUG block,Menin MLL FP TR,Eya2 inh,Mito fusion act,GALK inh,hERG WT inh,PKM2 activator,S-ASM inh
CC(C)(C)NC(=O)C[C@H]1C[C@H](C(=O)N2CCOCC2)[C@@]2(CCC3CCCC3)c3[nH]c4cc(-c5ccco5)ccc4c3CCN2C1=O,0%,-7,-2%,.,.,-1%,.,.,-15,.,?
Cc1ccc(O)c(/C=N/NC(=O)COc2ccc3c(C)cc(=O)oc3c2)c1,0%,-4,?,1%,7%,-3%,-3%,6%,0,.,5%
COc1cc(OC)c2ccc(=O)oc2c1C(CCN1CCCC1)c1ccc2c(c1)OCO2 (stereo unspecified),-1%,24,-17%,3%,-9%,-4%,-11%,0%,2,14%,5%
Cc1cc(SCc2ccc(Br)cc2)nc(=O)[nH]1,0%,3,?,9%,0%,-1%,14%,-2%,7,.,-1%
O=C(CSc1nnc(CNC(=O)c2c(F)cccc2Cl)o1)NCCc1ccccc1,2%,18,10%,-1%,.,-15%,0%,-3%,0,.,2%
Cc1nc(Nc2ccccc2)sc1C,4%,6,-3%,2%,-3%,4%,4%,0%,29,-5%,1%
CCOc1ccc(NS(=O)(=O)c2ccc(NC(=O)C3CCCO3)cc2)cc1 (stereo unspecified),1%,4,-16%,-2%,.,11%,2%,-2%,3,1%,0%
Cc1[nH]n(S(=O)(=O)Cc2ccccc2)c(=O)c1N=Nc1ccccc1Cl,-2%,-20,?,?,?,-4%,5%,7%,5,4%,-15%
Cn1nc(C(=O)Nc2ccc(-n3cnnn3)cc2)c2ccccc2c1=O,-1%,0,?,.,.,2%,.,.,4,.,1%
CC(C)c1ccc(N(C(=O)c2cc3ccccc3oc2=O)C2C=CS(=O)(=O)C2)cc1 (stereo unspecified),4%,-4,3%,-15%,-13%,-2%,0%,0%,-10,-4%,2%
CCN1C(=NCc2ccco2)N[C@@H](c2cccc(C(F)(F)F)c2)C(C(=O)OC)=C1C,1%&2%,2&3,1%&7%,8%,-26%,16%&5%,-4%,.,10,0%,44%[activator]
Cc1nnc2ccc(-c3cccc(NS(=O)(=O)c4ccccc4Cl)c3)nn12,4%,26,?,.,.,20%,3%,.,-1,.,-2%
O=C(O)Cn1nc(-c2ccc(F)cc2)oc1=O,-1%,-2,4%,-3%,-15%,5%,0%,1%,-5,0%,-1%
OC(CN1CCN(c2ncc(C(F)(F)F)cc2Cl)CC1)c1ccccc1 (stereo unspecified),1%,-6,-4%,-6%,?,-4%,-4%,.,-4,.,0%
O=c1cnnc(N/N=C/c2ccc3c(c2)OCO3)[nH]1,1%,-1,4%,-8%,.,-5%,-2%,.,-1,-2%,4%
COc1ccc(NC(=O)COc2ccc(/C=N/n3c(C)nnc3C)cc2OC)cc1,-5%,1,?,10%,1%,-29%,1%,1%,-10,8%,0%
CSc1ccccc1C(=O)Nc1ccc(S(=O)(=O)NC2=NCCCCC2)cc1,-1%,-7,0%,.,.,16%,-3%,.,-14,.,0%
COc1ccc(CCNC(=O)CCOc2cc(C)ccc2C)cc1OC,2%,-10,-17%,4%,.,-10%,-1%,-4%,6,.,-1%
CCCOc1ccc(C2NC(=O)NC2=O)cc1 (stereo unspecified),-1%,-8,0%,3%,3%,-4%,0%,1%,7,4%,1%
CCN(CC)C(=O)C(Sc1nnnn1-c1ccc(O)cc1)c1ccccc1 (stereo unspecified),1%,12,14%,-8%,16%,-5%,0%,18%,6,-5%,-4%

Results in Menin MLL FP TR, hERG WT inh and BCR signal inh, for four of the compounds above:
structure	Menin MLL FP TR	hERG WT inh	BCR signal inh
O=c1cnnc(N/N=C/c2ccc3c(c2)OCO3)[nH]1	.	-1	4%
COc1ccc(NC(=O)COc2ccc(/C=N/n3c(C)nnc3C)cc2OC)cc1	1%	-10	?
CSc1ccccc1C(=O)Nc1ccc(S(=O)(=O)NC2=NCCCCC2)cc1	.	-14	0%
COc1ccc(CCNC(=O)CCOc2cc(C)ccc2C)cc1OC	.	6	-17%

The list continues:
compound,USP2a inh,TSHR antag,BCR signal inh,MBNL1 CUG block,Menin MLL FP TR,Eya2 inh,Mito fusion act,GALK inh,hERG WT inh,PKM2 activator,S-ASM inh
CCn1c(SCC(=O)Nc2ccc(NC(=O)c3cccs3)cc2)nnc1-c1cccnc1,-2%,-7,1%,3%,17%,6%,2%,-1%,-1,-1%,-2%
Cc1cccc2cc(CN(Cc3cccnc3)C(=O)c3ccccc3F)c(Cl)nc12,-1%,1,-3%,-12%,-9%,0%,10%,1%,-15,5%,-5%
Cc1cccc(NC(=O)CO/N=C/c2ccc3c(c2)OCO3)c1,1%,0,-11%,0%,-8%,10%,8%,0%,5,-13%,-5%
CCN1CCN(C(=O)N(Cc2ccc(Cl)cc2)S(=O)(=O)c2ccc(C)cc2)CC1,3%,14,0%,.,.,9%,-4%,.,2,.,0%
O=C(N/N=C/c1ccc(Cl)cc1Cl)c1n[nH]c2c1CCCC2,1%,-1,6%,-2%,3%,0%,2%,-4%,20,-5%,5%
O=C(Nc1cccc2ncccc12)C(c1ccccc1)c1ccccc1,0%,-5,-1%,-2%,1%,-2%,0%,0%,.,3%,-1%
Cc1ccc(S(=O)(=O)NN/C(=N/S(=O)(=O)c2ccccc2)c2ccccc2)cc1,6%,0,9%,-3%,3%,9%,-10%,13%,3,5%,0%
CCN(CC)S(=O)(=O)c1cc(NS(=O)(=O)c2cc(Cl)ccc2Cl)ccc1C,2%,-6,12%,-7%,4%,1%,5%,2%,-20,-6%,-13%
O=C(O)c1cccc(-n2cnnn2)c1,0%,-1,-10%,?,-18%,3%,-1%,0%,-8,0%,-2%
Cc1cc(C)nc(SCC(=O)Nc2ccccc2[N+](=O)[O-])n1,-1%,-10,0%,?,-6%,4%,1%,-4%,-21,-1%,1%
O=C(CSc1nnc(-c2ccco2)n1Cc1ccccc1)c1ccc(F)cc1,-3%,5,2%,-3%,11%,0%,2%,-3%,6,-5%,-4%
Cc1cccc(C(=O)NNC(=O)c2ccccc2)c1,-1%,6,?,-6%,1%,8%,-3%,1%,-4,1%,6%
O=C(Nc1cc(F)ccc1F)N1CCN(c2ccnc3cc(Cl)ccc23)CC1,2%,-13,-3%,-1%,.,-4%,4%,1%,-24,4%,-1%
COC(=O)CCCn1nc(NC(=O)c2ccco2)cc1C,1%,19,-15%,-3%,0%,-34%,-6%,.,-3,.,2%
Cc1nc(SCC(=O)OCc2ccccc2)c2c(=O)n(C)c(=O)n(C)c2n1,-6%,24,2%,-12%,-2%,3%,12%,4%,-22,-7%,-3%
CCN(CC)S(=O)(=O)c1ccc(C(=O)NNC(=O)C2CCN(S(=O)(=O)c3ccc(Cl)cc3)CC2)cc1,2%,4,4%,-11%,1%,0%,-4%,.,-9,-1%,-1%
CN1CCN(c2nc3c(c(=O)n(C)c(=O)n3C)n2Cc2ccccc2Cl)CC1,0%,16,-1%,-11%,2%,-6%,0%,-2%,-4,-5%,3%
CCOc1nc(SCCOc2ccc(C)cc2)nc(N(C)C)n1,1%,-29,7%,-9%,-17%,-11%,8%,3%,-4,5%,-10%
CC1(C)CC2CC(C)(CN2C(=O)COC(=O)c2cc(Cl)cc(Cl)c2N)C1 (stereo unspecified),2%,-8,?,-4%,-1%,-2%,7%,3%,4,-14%,441%[activator]
